From PubChem
ZTA counter – ZTA (EBV) inhibition in EBNA-1 counter-screen; P03206; AID 2234; inhibition, % at 11 µM; ZTA-DNA binding, fluorescence polarization; 320,000 tested, 0.15% active; in the data active = inhibition above about 33%
Fam108B inh – Fam108B inhibition, counter-screen for RBBP9 inhibitors. 300,000 tested, 0.33% active. AID 1947. recombinant Fam108B, FP-Rh probe fluorescence polarization. inhibition, % at 9.51 µM;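 active = inhibition above the screen mean inhibition plus 3 SD, computed separately per campaign, cut at about 18% in these data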;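 note: inhibitors lower polarization as less probe binds the enzyme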
CR mimetic SO – yeast age-related superoxide inhibition as caloric restriction mimetic; S. cerevisiae aged cells, superoxide DHE fluorescence; active compounds read low; superoxide response (% of plate mean), % at 10 µM; 330,000 tested, 0.18% active; AID 2690;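 active = superoxide response under a set limit, about three screen SD below normal, cut at about 65% in these data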;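 note: yeast aged for seven days with compound at 30 °C before DHE staining; 100% = average MFI of all compound-treated wells on the plate with controls excluded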
GLD-1 TGE inh – GLD-1-TGE RNA interaction inhibition (C. elegans). Q17339. purified GLD-1 + fluorescein TGE RNA, fluorescence polarization. inhibition, % at 5.96 µM. 320,000 tested, 0.44% active. AID 2280;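 active = percent inhibition above a per-plate cutoff, the plate mean of test compounds plus 3 SD, cut at about 30% in these data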;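 note: 0% = DMSO wells with GLD-1 and probe and 100% = wells lacking GLD-1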
Target sequence (Q17339 whole entry, looked up): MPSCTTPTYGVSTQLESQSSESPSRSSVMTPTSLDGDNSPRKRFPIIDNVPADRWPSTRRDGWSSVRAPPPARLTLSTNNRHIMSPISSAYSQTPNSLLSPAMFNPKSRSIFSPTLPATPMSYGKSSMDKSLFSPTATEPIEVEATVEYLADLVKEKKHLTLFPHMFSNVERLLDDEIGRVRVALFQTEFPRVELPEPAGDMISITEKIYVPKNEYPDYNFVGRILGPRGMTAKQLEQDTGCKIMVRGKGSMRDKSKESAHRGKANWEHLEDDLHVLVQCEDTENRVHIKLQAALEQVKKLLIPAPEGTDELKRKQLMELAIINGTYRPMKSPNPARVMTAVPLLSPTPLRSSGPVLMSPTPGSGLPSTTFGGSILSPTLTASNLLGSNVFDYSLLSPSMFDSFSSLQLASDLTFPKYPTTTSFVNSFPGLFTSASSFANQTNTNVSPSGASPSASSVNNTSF
EBNA-1 inh – blocks EBNA-1 binding to DNA. inhibition, % at 14.8 µM. 300,000 tested, 0.34% active. EBNA-1 DNA binding, fluorescence polarization. AID 1950; in the data active = inhibition above about 28%
BCLXL inh – inhibitors of human Bcl-xL; GST-Bcl-xL / FITC-Bim BH3 peptide fluorescence polarization; Q07817; AID 2129; 320,000 tested, 0.7% active; inhibition, % at 10.9 µM;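 active = inhibition above the mean of all tested compounds plus 3 SD, cutoff set per campaign, cut at about 30% in these data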;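 note: 0% = DMSO wells and 100% = unlabeled Bim-BH3 peptide competitor; inhibitors lower millipolarization by displacing the labeled peptide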
Target sequence (Q07817 whole entry, looked up): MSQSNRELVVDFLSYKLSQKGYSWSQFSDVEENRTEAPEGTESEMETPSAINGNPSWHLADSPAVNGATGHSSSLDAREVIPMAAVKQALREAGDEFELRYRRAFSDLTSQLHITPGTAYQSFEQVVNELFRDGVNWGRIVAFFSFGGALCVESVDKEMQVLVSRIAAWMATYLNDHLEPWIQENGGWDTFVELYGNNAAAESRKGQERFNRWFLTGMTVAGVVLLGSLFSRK
MEX-5 binding – C. elegans MEX-5 TCR-2 RNA binding activity; Q9XUB2; MEX-5/FITC-TCR2 RNA binding, fluorescence polarization; active compounds read low; activity score (negative = inhibition of binding), % at 10 µM; 300,000 tested, 0.38% active; AID 1832;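 active = inhibition past about -25% in most replicates, and total fluorescence under double the plate's negative control median, limit read from the data; inconclusive = replicates evenly split on the limit, or fluorescence at least double controls; inactive = too little inhibition in most replicates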;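 note: 0% = DMSO and -100% = 5 µM competing unlabeled TCR2 RNA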
MCL1 BIM primary – MCL1-BIM-BH3 interaction inhibition (human); Q07820; GST-MCL1 / FITC-Bim-BH3 fluorescence polarization; inhibition, % at 10.9 µM; 320,000 tested, 0.68% active; AID 2057;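 active = inhibition above the mean inhibition of all tested compounds plus 3 SD, set per campaign, cut at about 40% in these data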;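 note: 0% = DMSO wells and 100% = unlabeled Bim-BH3 peptide control; higher means more loss of mP so more displacement of Bim peptide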
Target sequence (Q07820 whole entry, looked up): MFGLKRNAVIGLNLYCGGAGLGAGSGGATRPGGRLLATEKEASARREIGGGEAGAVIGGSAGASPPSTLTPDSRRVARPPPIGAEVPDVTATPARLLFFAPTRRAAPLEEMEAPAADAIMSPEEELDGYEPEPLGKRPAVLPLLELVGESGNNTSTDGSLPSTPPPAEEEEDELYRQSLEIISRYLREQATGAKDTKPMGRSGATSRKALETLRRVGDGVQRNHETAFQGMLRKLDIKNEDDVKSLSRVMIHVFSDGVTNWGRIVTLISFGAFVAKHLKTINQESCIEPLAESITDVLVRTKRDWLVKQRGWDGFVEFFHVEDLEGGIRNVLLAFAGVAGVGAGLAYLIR
Efflux pump mplx – inhibitors of Candida antifungal efflux pumps expressed in yeast; S. cerevisiae Candida pump triplex, Nile Red efflux; inhibition, % at 10 µM; AID 485275; 330,000 tested, 0.44% active;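 active = plate passing quality check with inhibition over a set limit, or well fluorescence over plate mean plus 4 SD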;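 note: Nile Red retained in pooled yeast measured as flow cytometry median fluorescence; 0% = buffer negative control and 100% = Enniatin B positive control; higher means more Nile Red kept so more efflux inhibition; some compounds called inactive have numbers as strong as hits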
Numbers without * were called inactive; ? = inconclusive; / = no result given; + = active, no number.

SMILES	ZTA counter	Fam108B inh	CR mimetic SO	GLD-1 TGE inh	EBNA-1 inh	BCLXL inh	MEX-5 binding	MCL1 BIM primary	Efflux pump mplx
COCC(=O)N1CCCC(C(=O)c2ccc(-c3ccccc3)cc2)C1 (centres undefined)	-1	1	99	-1	-3	1	0.1	-5	-0.1
Fc1ccc(CSc2nnc(-c3cccnc3)n2Cc2ccco2)cc1	2	-1	105	-4	5	6	0.2	4	0.0
c1ccc2c(c1)NCCS2	6	-1	104	1	4	4	-1.3	0	0.0
OC(COCc1cccs1)CN1CCCCCC1 (centres undefined)	-17	-3	91	2	-8	17	-8.4	20	0.0
COc1ccc(C(=O)N2CCN(c3ccc(C)cc3C)CC2)cc1OC	-12	1	102	-1	-6	1	-0.5	-2	0.2
COc1ccc2c(c1)OC[C@H]1[C@H]2N2C(=O)CN(Cc3ccc(F)cc3)C(=O)[C@@]2(C)[C@H]1c1ccccc1	-8	/	101	-6	/	4	/	2	0.5
CCCCCc1ccc(OCCCC[n+]2ccc(C)cc2)c(CCCCC)c1	7	2	117	6	6	-1	1.3	-5	0.1
O=C(CNC(=O)c1ccccc1F)NCCN1C(=O)S/C(=C\c2ccc3c(c2)OCO3)C1=O	-7	/	95	-2	/	-2	/	-1	0.1
COc1ccc(C2=CC(c3ccc(OC)c(OC)c3)n3nnnc3N2)c(OC)c1 (centres undefined)	-5	-2	110	16	-5	23	-7.6	17	-0.1
CC1(C)CC(=O)C2=C(C1)OC(N)=C(C#N)C2c1cc2c(cc1[N+](=O)[O-])OCO2 (centres undefined)	-2	6	120	141*	-5	186*	-56*	+	0.5
Cc1ccc(C)c(S(=O)(=O)NCc2ccncc2)c1	-7	-5	94	-9	-13	-15	1.3	-14	0.1
O=C(c1cccc(N2C(=O)C3C4C=CC(C4)C3C2=O)c1)N1CCN(c2ccc(F)cc2)CC1 (centres undefined)	6	1	94	6	8	7	0.7	7	0.0
COc1ccc(C)cc1NC(=O)C1CCN(S(=O)(=O)c2cccs2)CC1	0	-3	114	-3	12	8	0.4	8	0.5
CCC(C)c1cc(S(=O)(=O)N2CCOCC2)ccc1OC (centres undefined)	-16	4	79	0	-5	3	/	5	-0.2
CC(C)CCNC(=O)C(c1cccs1)N(CC1CCCO1)C(=O)Cn1nnc2ccccc21 (centres undefined)	-2	2	97	1	8	-1	1.8	-1	0.1
COc1cc(C(=S)N2CCN(c3cccc(Cl)c3)CC2)ccc1O	21	0	129	2	1	13	-0.7	2	0.1
O=C(Nc1ccc2c(c1)OCO2)C1CC(=O)N(CCc2ccccc2)C1 (centres undefined)	-8	4	96	-2	3	-8	1.5	3	-0.1
CCN(CC)CCN1C(=O)c2oc3ccccc3c(=O)c2C1c1cccc(Br)c1 (centres undefined)	9	-5	100	0	-1	1	-0.3	4	0.2
Cn1c(=O)[nH]c(=O)c2c1nc(Br)n2CCSc1nnnn1-c1ccccc1	8	0	82	-2	2	-3	1.9	10	0.0
Cc1cccc(C)c1NC(=O)N1CCCCCCC1	0	-1	108	-3	0	-1	1.0	-7	0.1
CC(=O)Nc1ccc(S(=O)(=O)NC(CC(=O)NC2CCCCC2C)C(C)C)cc1 (centres undefined)	-6	1	110	-4	-10	3	-0.8	6	1.1
CC(OC(=O)c1ccccc1Nc1ccc(SC(F)F)cc1)C(N)=O (centres undefined)	12	2	82	11	-8	5	2.6	6	0.1
COc1ccc(S(=O)(=O)N2CCC(C(=O)NCCOc3ccccc3F)CC2)cc1OC	-5	/	92	2	/	-11	/	-19	0.3
CCN(CCn1cccn1)C(=O)CC1C(=O)NCCN1Cc1ccc(OC)c(OC)c1 (centres undefined)	15	-3	132	6	10	11	1.2	19	-0.1
COc1ccc(S(=O)(=O)Nc2cc3c4c(c2)C(C)C(=O)N4CCC3)cc1OC (centres undefined)	-2	-3	99	20	-18	10	-6.4	9	0.0

(further entries)
SMILES	ZTA counter	Fam108B inh	CR mimetic SO	GLD-1 TGE inh	EBNA-1 inh	BCLXL inh	MEX-5 binding	MCL1 BIM primary	Efflux pump mplx
Cc1ccccc1NC(=O)CC1SC(=NC2CCCCC2)NC1=O (centres undefined)	6	1	112	-2	-5	8	-0.8	8	0.0
CC(C)OCCCNC(=O)NC12CC3CC(CC(C3)C1)C2	8	-5	100	-3	14	4	1.7	2	-0.1
COCCNC(=O)c1ccc(-c2csc(C)n2)cc1	6	4	99	-3	0	2	3.2	-4	0.1
CC1=NNC(=O)C1CCC(=O)N/N=C/c1c(Cl)cccc1Cl (centres undefined)	-6	-3	105	-6	-31	1	0.7	2	0.2
O=C(CN1C(=O)COc2ccccc21)NCCN1CCC(Cc2ccccc2)CC1	-28	3	111	-4	-7	1	-0.9	1	0.0
CC(C)NC(=O)CSCc1cccc(Br)c1	-5	2	113	3	2	2	-1.8	5	0.0
CCC/C=N/NC(=O)c1cccc(Br)c1	-9	1	94	4	-8	-3	1.3	5	-0.2
Cc1ccc(NC(=O)CN2C(=O)C3CC=CCC3C2=O)cc1S(=O)(=O)N1CCOCC1 (centres undefined)	0	3	100	7	0	0	2.3	3	-0.6
Cc1cc(C)cc(-n2nnc(C(=O)NCc3ccccc3Cl)c2N)c1	-9	0	106	4	-15	5	-1.0	3	0.0
CCOc1cc(/C=N/NC(=O)C(OC)c2ccccc2)ccc1O (centres undefined)	-10	3	97	6	11	7	-5.7	12	-0.1
CCN(CC(=O)NC(C)(C)C)Cc1nc2c(Br)cc(Br)cc2c(=O)[nH]1	-17	-2	84	4	-5	-5	-0.3	0	0.3
O=C(CCC(=O)c1ccccc1)NCCc1c[nH]c2ccccc12	-2	1	91	1	1	5	2.1	9	-0.1
COc1nc(N)nc(NC23CC4CC(CC(C4)C2)C3)n1	-1	-2	105	0	-12	-1	0.8	-4	0.2
CCOCCCN1C(=O)C2C(C(=O)Nc3ccc(OCC)cc3)C3C=CC2(O3)C1C(=O)NC1CCCCC1 (centres undefined)	7	4	101	-3	5	3	-2.3	3	0.0
COc1ccc(OC)c(/C=C/C(=O)OCC(=O)Nc2ccc3c(c2)OCCO3)c1	5	-4	90	3	8	6	0.3	8	3.3
CCC(C(=O)OCC(=O)Nc1ccc(C(N)=O)cc1)c1ccccc1 (centres undefined)	2	-1	90	-1	-8	7	1.2	2	0.0
C[C@@H]1CCC[C@@]2(O[C@H](CCO)C[C@H](O)[C@H]2O)O1	8	2	115	5	7	0	0.7	-3	0.0
COc1ccc(CCNC(=O)C2CCCN2S(=O)(=O)c2ccc(F)cc2)cc1OC (centres undefined)	-7	-1	105	7	2	4	-2.0	11	0.0
Cc1nn(C(C)(C)C)c(OC(=O)c2cccs2)c1S(=O)(=O)c1ccccc1	-13	-3	93	-2	4	0	0.8	3	-0.1
COc1ccc(OC)c(-c2cc(C(=O)NCCN3CCOCC3)no2)c1	-10	4	83	2	0	2	-2.0	4	0.1
O=C(CNC(=O)c1ccc2c(c1)OCCO2)N/N=C/c1cccc(Br)c1	-8	-2	116	4	4	5	1.1	3	0.0
Cc1cc2c(cc1S(=O)(=O)N1CCN(c3ccccc3)CC1)OCC(=O)N2	7	-6	86	3	16	4	-1.1	5	0.1
Cc1ccc(-c2n[nH]c(=O)c3ccccc23)c(C)c1	-5	0	100	-6	-6	3	-0.8	1	0.1
COc1ccc(S(=O)(=O)N2CCOCC2)cc1C(=O)N1CCCCC1	6	3	100	-10	0	-2	-0.1	-3	0.2
Cc1ccc(-n2ccnc2SCC(=O)N(CC(C)C)C2CCS(=O)(=O)C2)c(C)c1 (centres undefined)	-7	1	112	7	-2	3	-0.5	6	0.0

Looked up above:
Under Fam108B inh, CC(C)OCCCNC(=O)NC12CC3CC(CC(C3)C1)C2 has -5
Under EBNA-1 inh, O=C(CCC(=O)c1ccccc1)NCCc1c[nH]c2ccccc12 has 1

(listing goes on)
SMILES	ZTA counter	Fam108B inh	CR mimetic SO	GLD-1 TGE inh	EBNA-1 inh	BCLXL inh	MEX-5 binding	MCL1 BIM primary	Efflux pump mplx
O=C(c1ccc(Br)cc1)c1sc(N2CCOCC2)nc1-c1ccccc1	12	-8	103	4	-7	4	/	2	0.0
COc1ccc(CCNC(=O)COC(=O)C2COc3ccccc3O2)cc1 (centres undefined)	2	/	86	6	/	4	/	-2	-0.1
O=C(NCCCNCCCNC(=O)c1ccc(/C=N/O)nc1)c1ccc(/C=N/O)nc1	0	3	107	4	-6	9	-11	12	0.3
Cc1nc(/C(N)=N/OC(=O)Cc2ccccc2)no1	2	-2	94	7	-6	1	0.9	-7	-0.3
COc1ccc2cc(C(=O)Nc3ccc(S(N)(=O)=O)cc3)sc(=O)c2c1OC	28	-16	94	6	15	6	3.2	3	-0.1
Cc1ccc(Cn2cccc2/C=N/NC(=S)Nc2ccc(C)cc2)cc1	5	7	106	-1	15	4	-0.9	7	-0.2
COc1ccc(OCCNS(=O)(=O)Cc2ccccc2)cc1	0	4	107	4	-3	3	0.1	1	0.2
Cc1ccc(C)c(C(=O)Nc2c(C(N)=O)oc3ccccc23)c1	-12	0	98	4	-7	2	0.2	4	-0.1
CC(C)CCC(CCN1CCOCC1)c1ccc2c(c1)OCO2 (centres undefined)	3	3	106	-2	5	5	-2.9	6	0.1
NC(=O)CN1C(=O)C(=O)N(Cc2cccc(Cl)c2)C1=O	-2	1	115	-4	-5	1	1.2	-6	0.0
Cc1ccc(-n2[nH]c(C)c(C=Nc3ccc4[nH]c(=O)[nH]c4c3)c2=O)cc1	-8	8	106	8	3	17	-2.2	28	-0.3
Cc1nn(C(C)C(=O)NCCc2ccccc2)c(=O)c2cc3occc3n12 (centres undefined)	-2	-3	97	-9	-6	-1	-1.0	-4	0.0
CC(C)(C)c1ccc(OCc2ccc(C(=O)N/N=C3\CC4CC=CC34)cc2)cc1 (centres undefined)	-2	-5	90	4	1	0	-3.5	10	0.2
COC(=O)c1cn(CC(=O)NC2CCCCCC2)c2ccccc12	1	1	104	5	4	2	-2.0	0	-0.1
Nc1nc(-c2ccccc2)c(C(=O)Nc2ccccc2)s1	-5	10	98	-1	-7	-2	3.4	-3	-0.1
CC(C)CCNC1=CC(=O)CC(c2ccccc2)C1 (centres undefined)	-13	2	76	-4	3	3	0.4	-10	0.2
CCc1nc(Nc2ccc(NC(C)=O)cc2)c2oc3ccccc3c2n1	7	5	91	0	9	5	0.4	2	-0.3
Cn1cnc([N+](=O)[O-])c1N=C(N)N	-5	-6	93	2	-6	7	0.0	-4	-3.3
CCOc1ccc(NC2CCCCC2NS(=O)(=O)c2ccccc2)cc1 (centres undefined)	4	-1	91	-1	-3	6	-3.2	7	0.0
Cc1ccc(CNC(=O)CCCNS(=O)(=O)c2cccc3nonc23)cc1	-19	-3	95	-4	7	9	0.6	-2	-0.1
Cc1ccc(N=C2NC(=O)/C(=C\c3ccc(C)s3)S2)cc1	2	-5	98	7	0	0	?	2	0.1
O=S(=O)(Nc1cccnc1)c1ccc(Cl)c(C(F)(F)F)c1	-4	0	97	0	17	0	-2.5	-3	-0.1
O=C(Nc1ccc(OC(F)(F)F)cc1)c1cnccn1	-9	1	103	-3	3	6	3.3	7	0.2
Cn1c(=O)c(C(=S)NC(=O)C2CC2)c(N)n(Cc2ccccc2)c1=O	-11	4	94	7	4	12	2.2	11	0.1
Cc1c(C(=O)O)sc2nc(SCC(=O)Nc3ccc(S(=O)(=O)NC(C)(C)C)cc3)[nH]c(=O)c12	-9	6	88	5	5	8	-1.7	5	-0.2
CC1=NN(c2ccccc2)C(=O)C1N=Nc1ccccc1 (centres undefined)	-12	-2	130	-7	0	3	-0.9	0	0.2

Compounds as they come; any-hit rate near 2.3%.
